RNase H inhibition – RNase H inhibition, HIV 1 Gag Pol polyprotein, FRET biochemical assay, screening (AID 372) | HIV-1 RT RNase H, FRET RNA/DNA substrate fluorescence; higher % means a stronger effect | inhibition, % at 10 µM, or IC50 in µM where a hit was titrated | 100,000 compounds, 0.77% hits; in the data active = inhibition above about 50%
* hit, by the source's call. Some of the compounds tested; rates above refer to the full screens.

SMILES	RNase H inhibition
CCN1C(=O)/C(=C\c2cc(Br)cc(Br)c2O)SC1=S	21%
COc1ccc(OCCNS(=O)(=O)c2ccccc2)cc1	7%
COc1ccc(C2C(C(=O)OC3CCCC3)=C(C)NC3=C2C(=O)CCC3)c(OC)c1OC (stereo not drawn)	11%
Cc1ccc(OCc2nnc(NC(=O)Nc3ccc(Cl)cc3Cl)s2)c(C)c1	37%
CC1CCN(c2ccc3nnc(-c4ccc(Cl)cc4)n3n2)CC1	46%
O=[N+]([O-])c1cc(C2Nc3cccc4cccc(c34)N2)ccc1Cl	20%
COc1ccc(N2C(=O)NC(=O)/C(=C\c3cnc(-c4ccccc4)nc3)C2=O)cc1	11%
COc1ccc(NC(=O)C2=C(C)NC(=O)NC2c2ccc(OC)cc2OC)cc1 (stereo not drawn)	0%
Oc1ccc(O)c([S+]2CCCC2)c1	4%
N#CC1=C(N)OC2=C(C(=O)CCC2)C1C1CC=CCC1 (stereo not drawn)	4%
CC(=O)N(C)c1ccc(NC(=O)c2cccs2)cc1	17%
CC(=O)N(C)c1ccc(N=Cc2cc([N+](=O)[O-])ccc2Cl)cc1	21%
COc1ccc(C=NCC2OCCc3ccccc32)c(OC)c1 (stereo not drawn)	13%
CCOC(=O)C(C(C)=O)c1cc(NS(=O)(=O)c2ccc(C)cc2)c2ccccc2c1NS(=O)(=O)c1ccc(C)cc1 (stereo not drawn)	19%
CCc1cc2c(=O)c(-c3nc4ccccc4s3)c(C)oc2c(CN2CCCCC2)c1O	15%
Cc1ccc(CC2CC(=O)N(CCc3ccc4c(c3)OCO4)C2=O)cc1 (stereo not drawn)	0%
O=C(Nc1ccc2ccccc2c1)c1ccccc1Cl	3%
COc1ccc(C(=O)NN=C2CCCCC2)cc1	3%
Cc1cc(C(=O)Nc2ccc3c(c2)OCCO3)ccc1[N+](=O)[O-]	10%
CCCCOc1ccc(-c2nc(-c3ccccc3Cl)no2)cc1	0%
COc1ccc(C(=O)CN2C3=NCCCN3c3ccccc32)cc1OC	3%
O=C(NCC1CCCO1)c1cc([N+](=O)[O-])ccc1Cl (stereo not drawn)	0%
CCCc1sc(NC(=O)c2cccc(Br)c2)nc1-c1ccc(F)cc1	13%
COc1cc(C=Nc2cccc(C#N)c2)ccc1OC(C)=O	7%
CCn1c2ccccc2c2cc(NC(=O)c3cccnc3)ccc21	10%
CCCCOc1ccc(CSc2ncn[nH]2)cc1	0%
O=C1NC(=S)N(c2cccc(Cl)c2Cl)C(=O)/C1=C/c1ccc(I)o1	45%
COC(=O)c1cc(C(=O)NC2CCSC2=O)cc([N+](=O)[O-])c1 (stereo not drawn)	10%
CC(/C=N/NC(=O)COc1cccc(C)c1)=C\c1ccccc1	15%
CC(NC(=O)c1ccc(N)cc1)C12CC3CC(CC(C3)C1)C2 (stereo not drawn)	5%
N#Cc1c(N)n(-c2cccc(O)c2)c2nc3ccccc3nc12	12%
O=C1NC(=O)/C(=C\c2cccn2-c2ccc(Cl)cc2)S1	26%
O=C(NCCc1ccccc1)c1c(F)cccc1F	11%
COc1ccc(-c2cc(C(=O)Nc3ccccc3F)c3ccccc3n2)c(OC)c1	8%
O=C(CSc1nnnn1-c1ccccc1)NCc1ccco1	13%
Cc1ccccc1C1Nc2ccc3ccccc3c2C2=C1C(=O)CC(C)(C)C2 (stereo not drawn)	10%
COc1ccccc1C(=O)Nc1ccc(-c2cc3ccccc3oc2=O)cc1	10%
COc1cc(/C=C2/C(=N)N3N=C(c4ccccc4)SC3=NC2=O)ccc1OCc1ccccc1	7%
Cc1c(Cl)cccc1NC(=O)c1cccc([N+](=O)[O-])c1C	13%
NCC(O)CNc1ccc([N+](=O)[O-])cc1Cl (stereo not drawn)	3%
Cc1ccccc1C(=O)NC(=S)N1CCN(c2ccc([N+](=O)[O-])cc2Cl)CC1	9%
CC1(C)CC(=O)C=C(Nc2ccc3c(c2)CCC3)C1	3%
Cc1cccc(NC(=O)c2cc3ccccc3oc2=O)n1	8%
CCOC(=O)c1c(NC(=O)c2cc(OC)c(OC)c(OC)c2)sc2c1CCC(C)C2 (stereo not drawn)	12%
Cc1cc(C)c2oc(-c3cccc(NC(=S)NC(=O)c4ccc(C)c(C)c4)c3C)nc2c1	6%
O=S(=O)(Nc1ccc(Br)cc1)c1ccc(F)cc1	0%
O=C(NC(=S)Nc1ccc(-c2nc3ccccc3o2)cc1)c1ccccc1Br	15%
CCc1ccc(C(=O)O/N=C(\N)c2ccccn2)cc1	3%
COc1ccc2c(c1)C(=O)/C(=C/c1cccc(I)c1)CC2	32%
O=C1c2ccccc2C(=O)N1c1ccc2nc(SCc3ccc([N+](=O)[O-])cc3)sc2c1	13%
Cc1cc2c(cc1C)-c1nnc(-c3ccco3)n1C(C)(C)C2	2%
Cc1ccc2occ(C(=O)c3ccccc3)c(=O)c2c1	11%
Cc1ccc(-n2c(C)cc(/C=C(\C#N)C(=O)Nc3ccccc3C)c2C)cc1	9%
C[n+]1ccc2c(c1)ncn2Cc1ccccc1	3%
CC(C)=C1C2C=CC1C1C(=O)NC(=O)C21 (stereo not drawn)	8%
COc1ccc(COc2ccc3c(C)cc(=O)oc3c2)cc1	2%
COc1cc(N/N=C/c2ccncc2)ncn1	0%
O=C(/C=C/c1ccccn1)c1ccc(NC(=O)c2cccs2)cc1	10%
C/C(=N\NC(=S)Nc1cccc(C)c1)c1cccc([N+](=O)[O-])c1	19%
Cn1cc(C(=O)N/N=C/C=C(\Br)c2ccccc2)ccc1=O	22%

Going on with the list:
SMILES	RNase H inhibition
COc1ccc(C(=O)Nc2cc(Cl)ccc2Cl)cc1NC(=O)C(c1ccccc1)c1ccccc1	10%
Cc1cc(N2C(=O)c3ccc(F)cc3C2=O)no1	2%
CC(C)Cc1ccc(C(C)C(=O)Nc2ccc(O)cc2)cc1 (stereo not drawn)	2%
CCc1ccc(-c2nc3ccc4ccccc4c3c3c2C(=O)c2ccccc2-3)cc1	24%
Cc1cccc(OCc2nc(-c3ccc([N+](=O)[O-])cc3)no2)c1	10%
COc1ccc(NC(=O)CC2CCC2)cc1	6%
COc1ccccc1NC1CC(=O)N(c2ccc(Br)cc2)C1=O (stereo not drawn)	6%
COc1ccc(-c2nn(-c3ccccc3)cc2/C=C/C(=O)c2ccccc2)cc1Br	16%
Cc1ccc(C(C)C)c(OCCOc2cccc(/C=C3\SC(N)=NC3=O)c2)c1	33%
COc1ccc(Cl)cc1S(=O)(=O)Oc1ccc(OCc2ccccc2)cc1	53%*
O=C1S/C(=C/c2ccc(Br)cc2)C(=O)N1CN1CCCCC1	4%
CCN(CC)CCCOc1ccc(Br)cc1	0%
Cc1cccc(-c2nnc(NC(=O)Nc3ccc(Cl)cc3Cl)s2)c1	36%
CC(C)(C)NCCCOc1c(Cl)cccc1Cl	5%
O=C(CSc1nnc(-c2ccc(Cl)cc2)n1C1CCCCC1)c1cccc([N+](=O)[O-])c1	11%
CCOC(=O)C1=C(C)N=c2s/c(=C\c3ccc([N+](=O)[O-])cc3)c(=O)n2C1c1ccccc1 (stereo not drawn)	9%
COc1ccc(OC)c(/C=C2/C=C(c3cccc4ccccc34)OC2=O)c1	13%
C=CCNc1nc(C2COc3ccccc3O2)cs1 (stereo not drawn)	8%
COc1cc(C=Nc2ccc(C)cc2)cc(Br)c1O	6%
O=C(NN1C(=O)c2ccc(C(=O)c3ccc4c(c3)C(=O)N(NC(=O)c3ccncc3)C4=O)cc2C1=O)c1ccncc1	0%
COc1ccccc1-n1cnc2cc(NC(C)=O)ccc21	0%
CC(Oc1ccccc1)C(=O)N1CCCc2ccccc21 (stereo not drawn)	0%
Cc1cc(Br)ccc1N1C(=O)/C(=C/c2ccc(N3CCCC3)o2)C(=O)NC1=S	18%
COc1ccc(N2CC(C(=O)N/N=C/c3ccc(F)cc3)CC2=O)cc1 (stereo not drawn)	0%
COc1ccc2ccccc2c1/C=N/NC(=O)c1cccc(Cl)c1	0%
CCOc1cc(C(=O)NC2CC2)cc(OCC)c1OCC	6%
O=C(CN1C(=O)C2CC=CCC2C1=O)OCC(=O)c1ccc(Cl)c([N+](=O)[O-])c1 (stereo not drawn)	6%
COc1cc(/C=N/NC(=O)c2cc(C3CC3)[nH]n2)ccc1O	12%
Cc1ccccc1N1CCN(Cc2ccc(Br)o2)CC1	6%
Cn1c(SCC(=O)c2ccc(Cl)cc2)nc2c(c1=O)C1(CCCC1)Cc1ccccc1-2	19%
COc1ccc(Nc2nc3ccccc3nc2NS(=O)(=O)c2ccc(Cl)cc2)c(OC)c1	19%
Cc1c(N2C(=O)C3C4C=CC(C5CC45)C3C2=O)c(=O)n(-c2ccccc2)n1C (stereo not drawn)	6%
CCOC(=O)c1cnn2c1NC1=C(CCc3ccccc31)C2C(F)(F)F (stereo not drawn)	58%*
O=C(CSc1ccncc1)OCc1ccc([N+](=O)[O-])cc1	15%
Clc1ccc(COCc2nc3ccccc3n2Cc2ccc(Cl)cc2)cc1	7%
CCOC(=O)c1sc(N/N=C/c2ccccc2O)nc1C	58%*
COc1cc(/C=N/Nc2ccc([N+](=O)[O-])cc2)ccc1OC(C)=O	13%
COc1ccc(C2CC(=O)C3=C(C2)NC(C)=C(C(=O)OC2CCCC2)C3c2ccc(Cl)cc2Cl)cc1 (stereo not drawn)	18%
CCC(C)c1ccc(NC(=O)c2cc(I)ccc2Cl)cc1 (stereo not drawn)	22%
COc1cc(/C=N/NC(N)=O)ccc1OCC(=O)N1CCCCC1	8%
Cc1cc(=O)oc2cc(OC(=O)c3ccccc3)cc(OC(=O)c3ccccc3)c12	13%
O=c1/c(=C/c2cn(CCOc3ccc(Br)cc3)c3ccccc23)sc2nc3ccccc3n12	19%
Clc1cccc(Cl)c1OCCOCCOc1cccc2cccnc12	25%
CCOc1cc(/C=C2/SC(=S)N(C)C2=O)cc(Br)c1OCCOc1cccc(C)c1	12%
CCOC(=O)Cc1csc(NC(=O)COc2ccc(-c3ccccc3)cc2)n1	16%
Cc1ccc(OCc2nnc(NC(=O)Nc3ccc(Cl)c(Cl)c3)s2)cc1	0%
Cc1ccc(NC(=O)CC2Sc3ccccc3NC2=O)c(C)c1 (stereo not drawn)	7%
CCOc1ccccc1N1CCN(Cc2ccc(O)c(OC)c2)CC1	2%
CCOc1ccc(/C=C2/SC(=S)NC2=O)c(OCC)c1	7%
Cc1ccc(C)c(NS(=O)(=O)c2ccc(Cl)cc2)c1	0%
CCCCOc1ccc(NC(=O)c2cc3cc(Br)ccc3oc2=O)cc1	8%
Cc1cccc(N2C(=O)C3C(C2=O)N2C(c4ccco4)C4C(=O)N(c5cccc(C)c5)C(=O)C4N2C3c2ccco2)c1 (stereo not drawn)	21%
COc1ccc(/C(C)=N/NC(=O)c2n[nH]c3c2CCCC3)cc1OC	9%
O=C(Nc1nc2ccccc2n1CCOc1ccccc1)c1cccc(F)c1	2%
COc1cc(/C=N/NC(=O)COc2cc(C)ccc2C(C)C)ccc1OC(=O)c1cccs1	6%
CSc1nc2sc3c(c2c(=O)[nH]1)CCCC3	28%
CCOC(=O)C1=C(C)N=c2s/c(=C\c3ccc(N(C)C)c(Br)c3)c(=O)n2C1c1cc(OC)ccc1OC (stereo not drawn)	15%
COc1ccccc1NC(=O)C1=C(C)NC(=O)NC1c1ccccc1F (stereo not drawn)	10%
Clc1ccc(-c2ncnn2-c2ccccc2Cl)cc1	9%
NS(=O)(=O)c1cccc(NC(=O)Cc2ccccc2)c1	1%

18 of the compounds above, in CSV form:
compound,RNase H inhibition
Clc1cccc(Cl)c1OCCOCCOc1cccc2cccnc12,25%
CCOc1cc(/C=C2/SC(=S)N(C)C2=O)cc(Br)c1OCCOc1cccc(C)c1,12%
CCOC(=O)Cc1csc(NC(=O)COc2ccc(-c3ccccc3)cc2)n1,16%
Cc1ccc(OCc2nnc(NC(=O)Nc3ccc(Cl)c(Cl)c3)s2)cc1,0%
Cc1ccc(NC(=O)CC2Sc3ccccc3NC2=O)c(C)c1 (stereo not drawn),7%
CCOc1ccccc1N1CCN(Cc2ccc(O)c(OC)c2)CC1,2%
CCOc1ccc(/C=C2/SC(=S)NC2=O)c(OCC)c1,7%
Cc1ccc(C)c(NS(=O)(=O)c2ccc(Cl)cc2)c1,0%
CCCCOc1ccc(NC(=O)c2cc3cc(Br)ccc3oc2=O)cc1,8%
Cc1cccc(N2C(=O)C3C(C2=O)N2C(c4ccco4)C4C(=O)N(c5cccc(C)c5)C(=O)C4N2C3c2ccco2)c1 (stereo not drawn),21%
COc1ccc(/C(C)=N/NC(=O)c2n[nH]c3c2CCCC3)cc1OC,9%
O=C(Nc1nc2ccccc2n1CCOc1ccccc1)c1cccc(F)c1,2%
COc1cc(/C=N/NC(=O)COc2cc(C)ccc2C(C)C)ccc1OC(=O)c1cccs1,6%
CSc1nc2sc3c(c2c(=O)[nH]1)CCCC3,28%
CCOC(=O)C1=C(C)N=c2s/c(=C\c3ccc(N(C)C)c(Br)c3)c(=O)n2C1c1cc(OC)ccc1OC (stereo not drawn),15%
COc1ccccc1NC(=O)C1=C(C)NC(=O)NC1c1ccccc1F (stereo not drawn),10%
Clc1ccc(-c2ncnn2-c2ccccc2Cl)cc1,9%
NS(=O)(=O)c1cccc(NC(=O)Cc2ccccc2)c1,1%

Later entries:
SMILES	RNase H inhibition
O=C1C(=O)N(c2nccs2)C(c2ccc(F)cc2)/C1=C(/O)c1ccc([N+](=O)[O-])cc1 (stereo not drawn)	6%
CCn1c(SCC(=O)N/N=C/C=C/c2ccccc2)nc2ccccc21	11%
CN1CCN(Cn2c(O)c(N=NC(=O)c3cccnc3)c3ccccc32)CC1	6%
COc1cc(/C=C2/SC(=S)N(C)C2=O)ccc1OCCOc1ccc(Br)cc1	5%
COc1cc(C2C3=C(CC(C)(C)CC3=O)NC3=C2C(=O)CC(C)(C)C3)ccc1OCc1ccc(Cl)cc1	12%
Cc1cc2nc(-c3ccc(C)c(NC(=O)c4ccc([N+](=O)[O-])cc4)c3)oc2cc1C	11%
COc1ccc(C(=O)Nc2ccc([N+](=O)[O-])cc2OC)cc1	20%
C(=N\N1CCN(c2ccccn2)CC1)/c1ccccn1	0%
O=C(Nc1ccc(Cl)cc1)c1ccncc1	0%

From PubChem
